High-throughput results (PubChem)
EP2 antag: EP2 receptor (human) inhibition; C6 glioma cells expressing human EP2, cAMP TR-FRET; cells stimulated with saturating PGE2; inhibition, % at 25 µM; AID 1422; actives 0.52% (n = 260,000); P43116;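 active = percent inhibition above 40 after rounding to a whole number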;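 note: rat C6 glioma host cells with rolipram phosphodiesterase inhibitor present; the protocol text gives 20 µM as final concentration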
Target sequence (P43116 whole entry, looked up): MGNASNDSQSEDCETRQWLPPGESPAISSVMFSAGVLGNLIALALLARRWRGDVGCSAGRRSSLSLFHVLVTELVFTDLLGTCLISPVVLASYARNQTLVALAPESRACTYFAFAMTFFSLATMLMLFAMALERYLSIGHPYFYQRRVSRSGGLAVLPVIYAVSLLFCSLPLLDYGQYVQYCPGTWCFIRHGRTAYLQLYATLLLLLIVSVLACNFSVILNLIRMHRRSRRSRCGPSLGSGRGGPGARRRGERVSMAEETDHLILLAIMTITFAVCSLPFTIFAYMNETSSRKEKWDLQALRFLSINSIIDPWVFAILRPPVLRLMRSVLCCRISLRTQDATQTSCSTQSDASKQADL
Numbers without * were called inactive; & = joins results of further samples. The list is partial (hit frequency here may not be typical).

SMILES | EP2 antag
CCC(CN1CCN(C)CC1)NC(=O)Cc1ccc2c(c1)CCC2 (stereo unspecified) | 46*
CC1CCCCC1NC(=O)Cn1nnc(-c2ccc(N(C)C)cc2)n1 (stereo unspecified) | 21
O=C(CN1CCOCC1)Nc1cccc(C(=O)O)c1 | 4
Cc1sc2nc(CN(Cc3ccccc3)C(=O)C3CCC3)[nH]c(=O)c2c1C | 10
N#CCCN1CCN(C2=NC(=O)/C(=C\c3ccc(-c4ccc(Br)cc4)o3)S2)CC1 | 17
CCN(CC)C(C)c1ccc(C(=O)OC)o1 (stereo unspecified) | 22
CCCn1c(SCC(=O)Nc2ccccc2Br)nnc1-c1ccoc1C | 10
C/C(Cl)=C\Cn1c(NCCO)nc2c1c(=O)n(C)c(=O)n2C | 13
Cc1cccc(NC(=O)Cn2cc(C(=O)C(C)C)c3ccccc32)c1C | 9
O=C(Cc1n[nH]c(=O)c2ccccc12)N1C2CCC1CC(c1ccc(F)cc1)C2 (stereo unspecified) | 9
CCCn1c(SCC(=O)Nc2nc3ccc(OC)cc3s2)nnc1-c1cccnc1 | 8
COc1ccc(S(=O)(=O)N(CC(=O)N2CCCCCC2)c2ccccc2)cc1OC | 7
CN1c2ncccc2C(=O)NC12CCN(C(=O)Cn1cnc3ccccc3c1=O)CC2 | 12
COc1cc(S(C)=O)ccc1-c1nc2ncccc2[nH]1 (stereo unspecified) | 7
Cn1c(SCC(=O)Nc2ccccc2Br)nnc1-c1ccco1 | 8

Individual results from the results shown:
Cn1c(SCC(=O)Nc2ccccc2Br)nnc1-c1ccco1 in EP2 antag: 8
CCN(CC)C(C)c1ccc(C(=O)OC)o1 (stereo unspecified) in EP2 antag: 22
Cc1sc2nc(CN(Cc3ccccc3)C(=O)C3CCC3)[nH]c(=O)c2c1C in EP2 antag: 10
Cc1cccc(NC(=O)Cn2cc(C(=O)C(C)C)c3ccccc32)c1C in EP2 antag: 9

Continued:
SMILES | EP2 antag
CC(C)Sc1nc2c(c(=O)n(C)c(=O)n2C)n1Cc1ccccc1Cl | 4
CC(=O)Nc1ccc(S(=O)(=O)N2CC=C[C@@H]2C(=O)NC2CC2)cc1 | 12
Cc1ccc(-c2cc(C(=O)Nc3sc4c(c3C#N)CCCC4)no2)cc1 | 4
Cn1c(COc2cccc3ccccc23)nnc1SCC(=O)Nc1ccccc1Cl | 9
Cc1nn(-c2ccccc2)c2[nH]c(=O)c(CNC(c3ccccc3)c3ccco3)cc12 (stereo unspecified) | 13
C=C(C)COc1ccccc1CN1CCC(NC(C)=O)(c2ccccc2F)CC1 | 6
CCn1c(Cc2ccccc2)nnc1SCC(=O)N1C(C)CCCC1C (stereo unspecified) | 9
O=C(COc1ccc(C=C2C(=O)NC(=O)NC2=O)cc1)NC1CCCCC1 | 14
Cc1nc(NC(=O)CSc2nnc3c4c5c(sc4nc(C4CC4)n23)CCCC5)sc1C | 6
Cc1ccc(-c2csc3nc[nH]c(=O)c23)c(C)c1 | 9
C=CCOC(=O)CN1CCC2(CC1)NC(=O)c1ccccc1O2 | 5
Cc1cc(C)c(NC(=O)c2cc3sccc3n2C)c(C)c1 | 5
Cc1nn2c(NCCCN3CCOCC3)c3c(nc2c1-c1cccs1)CCC3 | 10
CC(=O)Cn1cnc2c1c(=O)n(C)c(=O)n2C | 8
c1ccc(SC(Sc2ccccc2)c2ccc3c(c2)OCO3)cc1 | 41*

Further compounds follow.
SMILES | EP2 antag
COc1ccc(N2CCN(C(=O)CSc3nnnn3-c3ccc(OC)cc3)CC2)cc1 | 6
COc1ccc(C(=O)N2CCC(c3nc4c(nnn4Cc4ccc(F)cc4)c(=O)[nH]3)CC2)cc1OC | 12
N#Cc1c(NC(=O)CSc2nnc(-c3ccc(Cl)cc3)o2)sc2c1CCCC2 | 17
COCCCNC(=O)C(=O)NCc1ccc2c(c1)OCO2 | 13
Cc1cc(C)cc(NC(=O)C(=O)NCCN2CCOCC2)c1 | 8
O=C(Cn1cnc2scc(-c3ccc(Cl)cc3)c2c1=O)N1CCCCC1 | 7
COc1cc(CN2CCc3c(nc(N4CCC(C)CC4)[nH]c3=O)C2)cc(OC)c1 | 10
Cc1cc(C(F)F)n2nc(C(=O)Nc3cccc4ccccc34)nc2n1 | 8
COCCCNc1nc2c(c(=O)[nH]c(=O)n2C)n1Cc1ccccc1Cl | 8
c1ccc2cc3c(cc2c1)C[N+]1(CCCC1)C3 | 15
CCC(NC(=O)c1cc(-c2cnn(C)c2)n[nH]1)c1ccc(F)cc1 (stereo unspecified) | 5
COc1ccc2cc(CN(CCO)C(=S)NCCCN3CCOCC3)c(=O)[nH]c2c1 | 5
COc1ccccc1N1CCN(C(=O)CN(c2ccc(Cl)cc2)S(C)(=O)=O)CC1 | 7
CCc1ccc(-n2c(SCC(=O)NC(C)CC)nnc2-c2ccccn2)cc1 (stereo unspecified) | 9
O=C(NC1CCCC1)c1cc2nc(-c3ccco3)cc(C(F)(F)F)n2n1 | 13

(list continues)
SMILES | EP2 antag
CCc1cc2cc3c(cc2nc1SCC(=O)Nc1ccc(S(=O)(=O)N(C)C)cc1)OCCO3 | 5
Cc1ccsc1CN(CCCN1CCOCC1)Cc1ccc2ccccc2n1 | 3
Cc1sc(NC(=O)CCC(=O)O)c(C(N)=O)c1C | 9
COc1ccc(CN(Cc2cn[nH]c2-c2cccs2)CC2CCCO2)cc1OC (stereo unspecified) | 6
CCc1nnc(NC(=O)CN2CCN(c3ccc(C(C)=O)cc3)CC2)s1 | 9
COC(=O)C1=C(C)NC(=O)NC1c1cccc(OC)c1OCC#N (stereo unspecified) | 5
CCCN(C(=O)c1ccco1)c1nnc(-c2ccc(C(C)(C)C)cc2)s1 | 15
COc1ccc(-c2cc(C(F)(F)F)nc(SCC(=O)Nc3cccc(C(C)=O)c3)n2)cc1OC | 13
COc1cccc(NC(=O)CSc2nc3cc4c(cc3cc2C#N)OCCO4)c1 | 9
COc1ccccc1NC(=O)N(CCO)Cc1cc2cc3c(cc2[nH]c1=O)OCO3 | 11
CC1=Nc2ccccc2/C1=C/c1c(O)n(-c2ccc3c(c2)OCO3)c(=O)[nH]c1=O | 24
CC(C)OCCCNC(=O)c1ccc(CN2CCc3ccccc3C2)cc1 | 11
COc1ccc(Cn2nnnc2CN2CCN(c3nc4ccccc4s3)CC2)cc1 | 6
COc1ccc(S(=O)(=O)N2CCCC2C(=O)Nc2cccc(C)c2C)cc1 (stereo unspecified) | 10
Cc1ccc(S(=O)(=O)Nc2ccccc2C(=O)c2ccc(C)c(C)c2)cc1 | 45*

Going on with the list:
SMILES | EP2 antag
CCOc1ccc2[nH]cc(NC(=O)NCCN3CCOCC3)c(=O)c2n1 | 7
O=C(NCCCO)/C(=C/c1ccncc1)NC(=O)c1ccccc1 | 8
Cc1ccnc(NC(=O)COc2ccc(Cl)cc2Cl)n1 | 11
CCOC(=O)c1ccc(NC(=O)Cn2c(C)cc(COC)c(C#N)c2=O)cc1 | 8
CCN1C(=O)N[C@@H](CCc2ccccc2)[C@H](C(=O)OC)[C@H]1C | 8
CCN1CCN(C(=O)CN(c2cccc(F)c2)S(C)(=O)=O)CC1 | 9
COc1ccccc1OCCN(C)C(=O)c1cnn(-c2ccc(F)cc2)c1 | 9
COc1ccc(OC)c(NC(=O)CSc2nnc(-c3ccccc3O)o2)c1 | 6
NS(=O)(=O)c1ccc(NC(=O)Nc2cccc3ccccc23)cc1 | 16
CCn1c(SCC(=O)Nc2cccc(C)c2)nnc1-c1ccoc1C | 8
Cc1ccc(NC(=O)N(Cc2ccco2)Cc2cc3ccc(C)c(C)c3[nH]c2=O)cc1 | 6
CC(C)C(c1nnnn1CCc1ccccc1)N1CCN(Cc2ccc3c(c2)OCO3)CC1 (stereo unspecified) | 3
Cn1c(=O)[nH]c(=O)c2c1nc(NCCO)n2Cc1cccc2ccccc12 | 9
NC(=O)CSc1nc2cccnc2n1C1CCCCC1 | 6
CN1C(=O)SC(Nc2ccc(Cl)cc2)C1=O (stereo unspecified) | 17

Next section.
SMILES | EP2 antag
Cc1ccc2ccccc2c1NC(=O)CSc1n[nH]c(-c2ccccc2O)n1 | 3
COCCn1nnnc1CN(Cc1cc2ccc(C)cc2[nH]c1=O)C1CCCCC1 | 6
CC(=O)c1ccc2c(c1)C1C=CCC1C(c1cccc(Br)c1)N2 (stereo unspecified) | 9
Cc1cc(C)n2nc(-c3ccc(Br)cc3)c(Br)c2n1 | 11
O=C(Nc1nnc(-c2cccs2)s1)c1ccco1 | 44*
COc1ccccc1CN(CCCn1ccnc1)Cc1ccnc2ccccc12 | 5
Cc1ccc2c(c1)c1nc3ccccc3nc1n2CC(N)=O | 13
Cc1cccc(C)c1NC(=O)c1cncc(O)c1 | 9
CCn1c(SCC(=O)N2CCCC(C)C2)nnc1-c1ccoc1C (stereo unspecified) | 14
Cn1c(N2CCC(C(=O)NCCCN3CCOCC3)CC2)nc2ccccc21 | 6
O=C(Oc1ccc2ccccc2c1)N1CCOCC1 | 11
Cn1c(SCC(=O)Nc2cccc(NC(=O)C3CCCCC3)c2)nnc1-c1cccnc1 | 14
COC(=O)CSc1nnc(COc2cccc3ccccc23)n1-c1cccc(Cl)c1 | 17
COc1ccc(-c2ncc(CN3CCC(CO)C3)cn2)cc1 (stereo unspecified) | 8
CC[C@@H](C)CN1C(=O)N[C@@H](c2ccccc2)C(C(C)=O)=C1C | 1

(cont.)
SMILES | EP2 antag
NCCCNC(=O)c1ccco1 | 11
Nc1cc(-c2cccs2)nn(CC(=O)N2CCN(c3ccccc3)CC2)c1=O | 13
S=C(Nc1ccc(Cl)cc1)N(CCc1nc2ccccc2[nH]1)C1CCCC1 | 7
CCn1c(NCc2ccccc2OC)nc2ccccc21 | 12
COc1cccc(C(=O)NCc2ccc3c(c2)OCO3)c1OC | 11
O=C(NCc1cccc(Br)c1)C1CC2Cn3c(nc4ccccc43)C2N1Cc1ccccc1 (stereo unspecified) | 19
COCCn1c(SCC(=O)c2ccc(F)cc2)nc2sc3c(c2c1=O)CCC3 | 8
COc1cccc(-n2c(SCC(=O)N3CCCC3)nnc2-c2ccoc2C)c1 | 9
COc1ccc(CC(C#N)C(=O)Nc2cccc(C)n2)cc1 (stereo unspecified) | 2
COc1ccc(CN(C(=O)c2cccs2)C(C(=O)NC2CCCCC2)c2ccco2)cc1 (stereo unspecified) | 16
Cc1cccc(C)c1NC(=O)CSc1nc2ccccc2n1CC(=O)N1C(C)CCCC1C (stereo unspecified) | 4
COc1cc(/C=C/c2nc(O)c([N+](=O)[O-])c(=O)[nH]2)ccc1OCc1ccc(F)cc1 | 7
Cc1nc(N2CCCCC2)c2nnn(Cc3c(F)cccc3Cl)c2n1 | 8
CCOc1ccc(C2/C(=C(/O)c3cc(C)ccc3C)C(=O)C(=O)N2CCOC)cc1OC (stereo unspecified) | 12
O=C(Nc1cccc(C(=O)Nc2ccc(S(=O)(=O)O)c3cc(S(=O)(=O)O)cc(S(=O)(=O)O)c23)c1)Nc1cccc(C(=O)Nc2ccc(S(=O)(=O)O)c3cc(S(=O)(=O)O)cc(S(=O)(=O)O)c23)c1 | 12

In the list so far, these have a COOH group:
SMILES | EP2 antag
O=C(CN1CCOCC1)Nc1cccc(C(=O)O)c1 | 4
Cc1sc(NC(=O)CCC(=O)O)c(C(N)=O)c1C | 9

(further entries)
SMILES | EP2 antag
CCC(c1nnnn1Cc1ccc2c(c1)OCO2)N1CCN(C2CCCCC2)CC1 (stereo unspecified) | 13
COc1ccc(OC)c(CN(Cc2ccnc(N3CCCC3)n2)CC2CCCO2)c1 (stereo unspecified) | 7
O=C(Nc1ccc(N2CCN(C(=O)c3cccs3)CC2)cc1)c1ccc(F)cc1 | 9
O=C(O)c1cc(=O)c2c(Cl)cc(Cl)cc2[nH]1 | 10&9&17
Cc1ccc2cc(CN(C3CCCC3)C(c3nnnn3Cc3ccc(F)cc3)C(C)C)c(=O)[nH]c2c1 (stereo unspecified) | 22
O=C(Nc1cccc(-n2cnnc2)c1)c1cc2c([nH]c1=O)CCCCC2 | 8
O=C(CCn1cnc2ccccc21)NC1(c2ccc(F)cc2)CCCC1 | 1
CC1(c2nnc(-c3ccc(F)cc3)o2)CC(c2cccnc2)=NO1 (stereo unspecified) | 12
Cc1ccc(NC(=O)N2CCCC(c3nc4cc(C)c(C)cc4[nH]3)C2)cc1 (stereo unspecified) | 12
Cn1c(=O)c2c(nc(SCC(=O)c3ccccc3)n2C)n(C)c1=O | 12
CN1c2ncccc2C(=O)NC12CCN(Cc1ccccc1)CC2 | 4
CCCCN1C(N)=NC[C@@H]1Cc1ccccc1 | 18
CCOC(=O)c1cccc(NC(=O)CN2CCC(c3nc4ccc(Cl)cc4[nH]3)CC2)c1 | 11
O=C(Nc1ccc(N2CCN(C(=O)c3cccs3)CC2)c(Cl)c1)c1cccc(F)c1 | 24
COc1ccc(CN2C3CCCC2CC(NC(=O)N2CCOCC2)C3)cc1 (stereo unspecified) | 18

Molecules above containing a CF3 group (2):
SMILES | EP2 antag
O=C(NC1CCCC1)c1cc2nc(-c3ccco3)cc(C(F)(F)F)n2n1 | 13
COc1ccc(-c2cc(C(F)(F)F)nc(SCC(=O)Nc3cccc(C(C)=O)c3)n2)cc1OC | 13

Continuation.
SMILES | EP2 antag
Cc1ccc(NCc2nnc(SCC(=O)N3c4ccccc4Sc4ccccc43)n2C)cc1 | 13
Cc1[nH]nc2c1C(c1ccc(-c3cccc(Cl)c3Cl)o1)C(C#N)=C(N)O2 (stereo unspecified) | 22
Cc1cc(=O)oc2cc(OC(=O)c3ccc(Br)cc3)ccc12 | 9
CS(=O)(=O)N(CC(=O)NCc1ccccn1)c1cccc(F)c1 | 8
COc1cccc(C(=O)Nc2ccc3oc(=O)ccc3c2)c1 | 11
CC1CCN(C(=O)CN(C)S(=O)(=O)c2ccccc2)CC1 | 12
COc1cccc(-c2ccc(NS(=O)(=O)c3ccc4c(c3)CCC(=O)N4)cc2)c1 | 10
